Source: PubChem (National Center for Advancing Translational Sciences (NCATS))
NPSR antagonist – antagonists of human neuropeptide S receptor cAMP signaling. Q6W5P4. CHO-NPSR cells, cAMP TR-FRET, antagonist mode. Potency, µM (top dose mostly 38.3 µM), for the others: top-dose activity change, negative = inhibition, actives largely listed as inhibitors. actives 1% (n = 220,000); also: % is scaled to controls: 0 for no effect and ±100 for the full control effect; nearly all actives have a fitted effect of over 50% in size; many of its hits are not listed in these tables
Target sequence (Q6W5P4 whole entry, looked up): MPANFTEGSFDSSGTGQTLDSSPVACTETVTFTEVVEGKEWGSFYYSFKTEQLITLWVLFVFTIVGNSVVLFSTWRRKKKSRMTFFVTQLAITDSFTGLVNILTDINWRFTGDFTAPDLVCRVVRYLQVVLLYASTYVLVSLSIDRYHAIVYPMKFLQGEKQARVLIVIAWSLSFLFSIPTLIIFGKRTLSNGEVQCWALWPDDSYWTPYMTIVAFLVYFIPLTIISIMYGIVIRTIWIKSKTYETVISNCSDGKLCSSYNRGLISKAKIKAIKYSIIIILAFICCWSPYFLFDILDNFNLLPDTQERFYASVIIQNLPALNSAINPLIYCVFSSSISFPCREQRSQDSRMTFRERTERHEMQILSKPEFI
Epigenetic derep – epigenetic control regulation, reporter derepression; murine LDR cells, GFP reporter derepression, 30 h; Potency, µM (top dose mostly 53.9 µM), inactives show top-dose GFP activation, actives largely listed as activators; actives 0.2% (n = 280,000); AID 1865; also: % of control where 0% means no effect; nearly all actives have a fitted effect of over 60% in size
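Derepression of a silenced CMV-GFP reporter in murine LDR cells is scored by enumerating GFP-positive cells with a laser-scanning microplate cytometer after 30 hours of treatment at 37 C.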
ALDH1A1 block – inhibitors of human aldehyde dehydrogenase 1A1; P00352; Purified ALDH1A1, NADH fluorescence, propionaldehyde substrate; Potency, µM (top dose mostly 75.3 µM), for inactives: top-dose activity, negative = inhibition, actives largely listed as inhibitors; actives 7.3% (n = 220,000); active = well fitted inhibition curve with a large enough effect, not every such curve was filed as active; inconclusive = small, poorly fitted or top-dose-only effect, or another doubt; inactive = no such curve, though single readings can be large or run the other way;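 also: plate controls were no enzyme wells and a reference inhibitor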
Tau fluor cs – counter-screen for tau fibril formation inhibitors; Potency, µM (doses to about 57.7 µM), without a hit: at the top dose activity change, negative = decrease; AID 1463; actives 0.93% (n = 280,000); tau K18 P301L Alexa594 fluorescence, heparin fibrillization; also: % is scaled to controls: 0 for no effect and ±100 for the full control effect; nearly all actives have a fitted effect of over 55% in size
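Human tau K18 P301L (15 uM unlabeled, 0.24 uM Alexa 594-labeled) in 100 mM sodium acetate pH 7 with 20 uM heparin, 6 hr at 37 C. ThT 30 uM added, 1 hr ambient; Alexa 594 FP and total fluorescence read at 555/632 nm.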
GAA inh – blocks human lysosomal alpha-glucosidase; Potency, µM (doses to about 76.9 µM), for inactives: top-dose activity change, negative = inhibition, most hits filed as inhibitors; AID 1466; purified human GAA, 4-MU-alpha-glucoside fluorescence; actives 0.005% (n = 200,000); P10253;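 also: plate controls were uninhibited enzyme wells for no effect and no-enzyme background for full effect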
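AC50 values come from Hill fits of compound titrations (up to 77 uM) against 4 nM human enzyme. Substrate 4-methylumbelliferyl-alpha-D-pyranoside at 400 uM, pH 5.0 citrate buffer, 20 min room temperature; fluorescence Ex 365/Em 440 after alkaline stop.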
GAA glycogen mod – alters human alpha-glucosidase cleavage of glycogen; P10253; recombinant GAA, glycogen substrate, Amplex Red glucose oxidase fluorescence; Potency, µM (highest dose often 76.4 µM), inactives show at the top dose activity change, negative = inhibition, most hits filed as inhibitors; actives 0.38% (n = 300,000);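 also: 0% = full enzyme reaction and -100% = no-enzyme basal signal; the screen sought inhibitors and activators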
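qHTS, 1536-well; enzyme 4 nM final; cpd up to 77 uM; substrate bovine liver glycogen 30 ug; 50 mM citrate/phosphate pH 5.0, 0.01% Tween-20; 37 C, 40 min; Amplex Red detection 45 min RT; Hill fit → AC50.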
GLA spleen mod – inhibits or activates alpha-galactosidase in human spleen homogenate; P06280; human spleen homogenate, 4MU-alpha-Gal fluorescence, 40 min; Potency, µM (doses to about 80 µM), inactives show at the highest dose activity change, negative = inhibition, actives largely listed as inhibitors; actives 0.008% (n = 240,000); AID 2107;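 also: 0% = enzyme with vehicle and -100% = no enzyme basal signal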
Target sequence (P06280 32-429 limits assumed): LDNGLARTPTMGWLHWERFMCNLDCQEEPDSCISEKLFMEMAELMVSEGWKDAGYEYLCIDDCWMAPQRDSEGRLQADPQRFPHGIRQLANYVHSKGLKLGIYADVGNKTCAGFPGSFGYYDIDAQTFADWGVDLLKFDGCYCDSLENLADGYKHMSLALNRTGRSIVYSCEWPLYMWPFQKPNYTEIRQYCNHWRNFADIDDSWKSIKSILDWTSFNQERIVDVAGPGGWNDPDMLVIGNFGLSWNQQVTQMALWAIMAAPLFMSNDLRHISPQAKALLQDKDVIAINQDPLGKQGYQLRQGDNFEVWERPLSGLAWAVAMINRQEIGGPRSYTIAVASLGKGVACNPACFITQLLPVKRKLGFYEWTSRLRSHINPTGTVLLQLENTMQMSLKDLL
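Human spleen homogenate (1 ug) was the enzyme source, with 4-methylumbelliferyl-alpha-D-galactopyranoside (1 mM final) in pH 5.0 citrate buffer with 0.01% Tween-20. Compounds were titrated; after 40 min at 37C, NaOH/glycine stop, 4-MU fluorescence read; AC50 from Hill fits.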
aGlu spleen mod – inhibitors or activators of human alpha-glucosidase in spleen homogenate. AID 2112. Potency, µM (doses to about 79.9 µM), inactives show top-dose activity change, negative = inhibition, actives largely listed as inhibitors. P10253. human spleen homogenate, 4-MU-alpha-glucoside fluorescence. actives 0.006% (n = 240,000);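 also: 0% = enzyme with vehicle and -100% = no enzyme basal signal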
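AC50 values come from Hill-equation fits of concentration-response data, normalized to no-enzyme and full-activity controls. Enzyme source: 1 ug human spleen homogenate; 1 mM fluorogenic 4-MU glucoside, pH 5.0 citrate buffer, 37 C, 40 min.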
* = called active by the depositor; ? = inconclusive; . = no result given; & = joins results of further samples; [ ] = dose if it differs, or a comment. Unless noted, calls follow the shape of the dose curve; as a rule, active = well fitted curve in the direction sought with a large enough effect; inconclusive = small, poorly fitted or top-dose-only effect, or another doubt; inactive = no such curve, though single readings can be large; an effect the other way counts as inactive or inconclusive. Potency is read from the fitted curve at half-maximal effect. Only part of the results is shown; the hit share may differ from the screen's.

Second line of a record: NPSR antagonist	Epigenetic derep	ALDH1A1 block	Tau fluor cs	GAA inh	GAA glycogen mod	GLA spleen mod	aGlu spleen mod
1. Cc1ccc(-c2nc(CS(=O)CC(=O)N3CCN(c4ncccn4)CC3)c(C)o2)cc1 (configuration not stated)
    2%[46.1 µM]	0.9%	?	-6%	2%[15.4 µM]	-5%	9%	-14%
2. CN(C)CCOC(c1ccc(Cl)cc1)c1ccccn1 (configuration not stated)
    6%	1.1%&-2.3%	-3%&-3%	1%&7%	-2%	-5%	5%&5%	4%&3%
3. CCC[C@H]1C[C@H](C(=O)N[C@H]([C@@H]2O[C@H](SC)[C@@H](O)[C@H](O)[C@@H]2O)[C@H](C)O)N(C)C1
    .	1.4%[16.9 µM]	2%[20.9 µM]	.	.	.	2%[29.1 µM]	-5%[29.1 µM]
4. O=C(Nc1cccc(C(F)(F)F)c1)c1ccc(N2CCNCC2)c([N+](=O)[O-])c1
    25%	-1.9%	-5%	-25%	-8%	5%	-14%	-13%
5. Cc1cccc(C)c1N(CC(O)Cn1c2ccccc2c2ccccc21)S(C)(=O)=O (configuration not stated)
    ?	-2.0%	?	?	?	-12%	2%	-2%
6. Cc1ccc(-c2ccc(C(=O)NCc3ccccc3)o2)c2ccccc12
    -15%	4.5%	?	-18%	5%	-6%	-1%	-18%
7. O=S(=O)(c1ccc(-c2csc(Nc3ccc(Br)cc3)n2)cc1)N1CCCC1
    -30%	6.0%	?	12%	-3%	-2%	8%	1%
8. CCCCOc1ccc(NC(=O)C(=O)NCCC2=CCCCC2)cc1
    2%[46.1 µM]	0.0%	3%	-6%	0%	4%	-5%	-4%
9. CCc1ccc(NC(=O)CSc2nc(CSc3ccc(C)cc3)cc(=O)[nH]2)cc1
    -50%	-3.7%	.	-15%	.	13%	-1%	1%
10. Cc1ccc2cc(C)c(SCC(=O)NCc3ccco3)nc2c1
    ?	2.4%	14µM*	-5%	1%	2%	9%	6%
11. CC(=O)OCCN(Cc1ccccc1)Cc1ccc2c(c1)OCO2
    -12%[46.1 µM]	5.1%	-1%	-8%	-6%	-9%	-4%	-2%
12. Cc1cccc(C(=O)NNC(=O)CCC(=O)Nc2cccc(Cl)c2C)c1
    23%	-1.1%	-2%	2%	4%	0%	5%	5%
13. COc1cc2c(cc1OC)C(C(=O)N(C)Cc1ccccc1)C(c1cccnc1)N(C)C2=O (configuration not stated)
    -3%	2.2%	-2%	-8%	-1%	1%	-4%	-8%
14. CN1CCN(C(=O)c2ccc(C(C)(C)C)cc2)CC1
    3%[46.1 µM]	-1.7%	-8%	3%	-1%	-13%	4%	3%
15. CCCCCc1c(C)nc(N2CCc3ccccc32)[nH]c1=O
    4%[46.1 µM]	-0.8%	6%	-4%	4%	3%	2%	4%
16. O=C(/C=C/c1ccc2c(c1)OCCCO2)c1ccc2ccccc2c1O
    -15%	-0.1%	-2%	?	-6%[15.4 µM]	-4%	-9%	5%
17. COc1ccc(N2C(=O)CS/C2=C\[N+](=O)[O-])cc1
    -15%[46.1 µM]	3.6%	?	-27%	-3%	?	-14%	-6%
18. CCOc1cc(C(=O)Nc2ccc(NC(C)=O)cc2)ccc1OCC(=O)N1CCCCC1
    9%	-3.2%	-6%	-8%	-11%	2%	5%	1%
19. COc1ccc(C(C)(C)C)cc1NC(=O)COC(=O)c1cc(SC)ccc1Cl
    4%	0.0%	7%	-11%	-1%	-3%	-3%	-5%
20. CC(C)(C)OC(=O)C(Cc1ccc(OC(C)(C)C)cc1)NC(=O)CNC(=O)CNC(=O)OCc1ccccc1 (configuration not stated)
    1%	1.0%	?	-9%	-3%	-14%	5%	0%
21. CCCCNC(=O)c1ccc2c(c1)N(CC)C(=O)c1ccccc1S2(=O)=O
    -19%[46.1 µM]	0.0%	1%	-6%	-17%	4%	2%	1%
22. O=C(NCc1cccnc1)/C(=N\O)c1ccccc1
    1%[46.1 µM]	-2.4%	-2%	-10%	-5%	5%	-5%	-5%
23. CCCc1c(C(=O)OCC)sc(N)c1C#N
    9%	-1.3%	5%	-13%	-14%	-6%	5%	-8%
24. Cc1cccc(C(=O)NCc2nnc3c4ccccc4c(-c4ccccc4)nn23)c1
    -11%	-1.0%	-10%	-12%	-7%	-3%	-1%	-23%
25. CC(=O)CCc1c(C)[nH]c2ccccc2c1=O
    -4%[46.1 µM]	-1.0%	6%	4%	?	1%	0%	-6%
26. CC(C)[C@@H]1NC(=O)c2cc([N+](=O)[O-])cc(F)c2NCCC[C@@H](C(N)=O)NC(=O)[C@H](CO)NC1=O
    10%	0.9%	-6%	-1%	12%	3%	5%	4%
27. CCN1C(=O)N(c2ccc(Cl)cc2)C(C)=CC1(C)C
    7%[46.1 µM]	-1.2%	6%	-2%	0%	8%	10%	6%
28. C[C@H](NC(=O)Cc1cccc2ccccc12)C(=O)N1CCCN(C)CC1
    8%	5.2%	5%	2%	8%	0%	-6%	4%
29. COc1ccc2no[n+]([O-])c2c1
    -53%	0.9%	.	-7%	.	-2%	5%	2%
30. COc1ccc(-n2c(-c3ccco3)n[nH]c2=S)cc1
    4%[7.67 µM]	1.3%	?	-10%	1%	-4%	3%	-1%

Record cards, as listed above:
CCc1ccc(NC(=O)CSc2nc(CSc3ccc(C)cc3)cc(=O)[nH]2)cc1 is entered as NPSR antagonist = -50%; Epigenetic derep = -3.7%; ALDH1A1 block = .; Tau fluor cs = -15%; GAA inh = .; GAA glycogen mod = 13%; GLA spleen mod = -1%; aGlu spleen mod = 1%
CC(C)[C@@H]1NC(=O)c2cc([N+](=O)[O-])cc(F)c2NCCC[C@@H](C(N)=O)NC(=O)[C@H](CO)NC1=O is entered as NPSR antagonist = 10%; Epigenetic derep = 0.9%; ALDH1A1 block = -6%; Tau fluor cs = -1%; GAA inh = 12%; GAA glycogen mod = 3%; GLA spleen mod = 5%; aGlu spleen mod = 4%

Back to the main list, starting 4 compounds before the break.
Second line of a record: NPSR antagonist	Epigenetic derep	ALDH1A1 block	Tau fluor cs	GAA inh	GAA glycogen mod	GLA spleen mod	aGlu spleen mod
27. CCN1C(=O)N(c2ccc(Cl)cc2)C(C)=CC1(C)C
    7%[46.1 µM]	-1.2%	6%	-2%	0%	8%	10%	6%
28. C[C@H](NC(=O)Cc1cccc2ccccc12)C(=O)N1CCCN(C)CC1
    8%	5.2%	5%	2%	8%	0%	-6%	4%
29. COc1ccc2no[n+]([O-])c2c1
    -53%	0.9%	.	-7%	.	-2%	5%	2%
30. COc1ccc(-n2c(-c3ccco3)n[nH]c2=S)cc1
    4%[7.67 µM]	1.3%	?	-10%	1%	-4%	3%	-1%
31. CCOC(=O)Cn1nnnc1C(CC)N(Cc1cc2c(C)cc(C)cc2[nH]c1=O)C1CCCC1 (configuration not stated)
    -3%[46.1 µM]	-2.0%	18µM*	7%	2%	0%	4%	0%
32. CC(C)n1nc(C(=O)OCn2nnc3ccccc3c2=O)c2ccccc2c1=O
    16%	-0.1%	-7%	-1%	-1%	9%	-2%	0%
33. Cc1[nH]c2ccccc2c1C1C(c2ccccc2)=NN=C(C(C)C)N1O (configuration not stated)
    -19%	-1.1%	-11%	11%	0%	-18%	3%	-4%
34. COc1ccc(N2C(S)=C(C#N)C(=O)NC23CCCCC3)cc1
    -5%	?	?	-17%	0%	-16%	7%	3%
35. C=CCc1cccc(CNc2nc3ccccc3n2CCC)c1O
    10µM*	-1.9%	?	14µM*[quencher]	-2%	-13%	-8%	-10%
36. O=C(c1ccc(Sc2ccc(F)cc2)c([N+](=O)[O-])c1)N1CCOCC1
    -6%	-1.1%	17%	-10%	-15%	5%	-5%	.
37. COc1cccc(CN2CCNC(=O)C2CC(=O)NCc2cn3ccccc3n2)c1OC (configuration not stated)
    -16%	0.9%	?	-5%	8%	-7%	-14%	0%
38. CC(=O)Nc1nnc(SCC(=O)NC(C)(C)C)s1
    20%[46.1 µM]	0.0%	8%	1%	?	?	12%	3%
39. CC(C)CC(NC(N)=O)C(=O)NCc1ccccc1Cl (configuration not stated)
    9%	0.9%	3%	0%	4%	7%	-7%	-9%
40. CCc1nc(N=C(N)N)nc2ccccc12
    11%	-1.1%	2%	0%	7%	1%	-17%	0%
41. CCOC(=O)C1CCN(C(=O)Nc2ccc3nc(-c4ccco4)c(-c4ccco4)nc3c2)CC1
    -21%[46.1 µM]	1.0%	?	?	-5%	-1%	2%	-2%
42. Nc1ccc2c(c1)nc(Cc1ccccc1)n2CCO
    7%	5.2%	1%	-6%	13%	-1%	0%	-2%
43. CCOC(=O)CNC(=O)CSc1nnc(C)c(=O)[nH]1
    21%	3.1%	4%	-1%	9%	-1%	-2%	5%
